# From PubChem
# hcGAS lum – blocks human cGAS activity. Q8N884. recombinant h-cGAS, ATP depletion, Kinase-Glo luminescence. inhibition, % at 12.5 µM. 0.081% of 290,000 active. AID 1259398;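 note: 0% = vehicle reaction and 100% = reaction without DNA for no activity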
# Target sequence (Q8N884 whole entry, looked up): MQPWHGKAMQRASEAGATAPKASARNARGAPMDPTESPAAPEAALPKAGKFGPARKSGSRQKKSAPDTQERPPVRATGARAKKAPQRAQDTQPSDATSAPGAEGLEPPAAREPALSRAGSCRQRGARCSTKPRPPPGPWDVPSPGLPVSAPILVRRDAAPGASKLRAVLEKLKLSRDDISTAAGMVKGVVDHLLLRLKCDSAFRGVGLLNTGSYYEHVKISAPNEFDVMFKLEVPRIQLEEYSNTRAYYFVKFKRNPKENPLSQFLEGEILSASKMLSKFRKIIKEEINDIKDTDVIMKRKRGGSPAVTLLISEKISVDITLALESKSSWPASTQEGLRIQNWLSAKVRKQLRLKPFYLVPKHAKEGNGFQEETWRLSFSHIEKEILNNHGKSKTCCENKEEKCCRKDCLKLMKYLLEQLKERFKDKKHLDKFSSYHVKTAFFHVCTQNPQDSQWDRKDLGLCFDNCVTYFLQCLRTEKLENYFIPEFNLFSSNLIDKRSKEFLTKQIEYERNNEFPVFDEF
# mcGAS lum – mouse cGAS inhibition by luminescence | recombinant cGAS, Kinase-Glo ATP depletion luminescence | inhibition, % at 12.5 µM | 0.15% of 160,000 active | AID 1259399;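 note: 0% = negative control wells and 100% = reference inhibitor with no enzyme activity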
# NPYLR7 ag – mosquito NPYLR7 agonism | 0.15% of 270,000 active | activation, % at 10 µM | HEK293T NPYLR7/Galpha15, GCaMP6s calcium fluorescence | AID 1259423; in the data active = activation above about 40%;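 note: 0% = vehicle and 100% = reference agonist at the receptor; some compounds past the cut are filed as inactive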
# Numbers without * were called inactive; · = no result given. Cut-off read from the data, not from the text of the source, unless noted: active = inhibition above about 40%; inactive = the rest.
nr | smiles | hcGAS lum | mcGAS lum | NPYLR7 ag
1 | C=CCn1c(C)cc(C(=O)CSc2n[nH]c(=O)n2CCC)c1C | -7 | · | 4
2 | CC(c1cccc(-c2c(-c3ccccc3)ncn2CC(N)=O)c1)N(C)C (stereo not given) | -5 | -10 | -1
3 | CN(C)CC1(O)CCCN(c2ccc(C(F)(F)F)cn2)CC1 (stereo not given) | -4 | -14 | 4
4 | CC1C(=O)N(c2ccccc2-c2ccccc2)CCN1C(=O)C1CCC1 (stereo not given) | -7 | -6 | -4
5 | O=C(NCC(=O)N1CCc2sccc2C1)c1ccccc1 | -2 | · | 2
6 | O=C(Cc1ccc(Cl)cc1)Nc1ccc(-c2ccc3nncn3n2)cc1 | -2 | -6 | -14
7 | COc1ccc(CCNc2ncnc3c2cnn3-c2ccc(F)cc2)cc1 | -9 | · | 11
8 | Cc1cccn2c(CN3CCCC3c3ccc(F)cc3)c(C(=O)N3CCOCC3)nc12 (stereo not given) | -3 | · | 5
9 | COc1cccc(N2CCC(N3CCCC(N4CCN(c5ccccc5C)CC4)C3)CC2)c1 (stereo not given) | -8 | -11 | 4
10 | CCC(C)C(NC(=O)c1ccc(OC)c(OC)c1)C(=O)Nc1nnc(-c2cccc(OC)c2)s1 (stereo not given) | -5 | -3 | -3
11 | C/C(=C/c1ccccc1)CNCc1cccc(C(N)=O)c1 | 4 | · | -6
12 | CCOC(=O)C1CCCN(C(=O)c2cc3n(n2)CCN(Cc2ccc(OC)cc2)C3=O)C1 (stereo not given) | 0 | 2 | -4
13 | CC(C)CC(c1nc(-c2cnn(C)c2)no1)N1CCCCC1=O (stereo not given) | -13 | · | 2
14 | O=[N+]([O-])c1cc(C(F)(F)F)cc([N+](=O)[O-])c1N1CCCC(C(F)(F)F)C1 (stereo not given) | -3 | · | 2
15 | CSc1nc2scc(-c3cccs3)c2c(=O)n1CC(C)C | -10 | · | -2
16 | Cc1ccc2oc3c(c(=O)c2c1)C(c1cccc(O)c1)N(Cc1ccccc1)C3=O (stereo not given) | -11 | -9 | 9
17 | CCCCn1c(=O)[nH]c(=O)c2c1nc(CSC1CCCC1)n2CC | -1 | · | 7
18 | CCC(CC)N1CC(C(=O)Nc2ccc(NC(C)=O)cc2)CC1=O (stereo not given) | -5 | · | 2
19 | COc1ccc(C)cc1NC(=O)C(C)N1CCc2sccc2C1 (stereo not given) | -5 | · | 5
20 | O=C(c1ccc(O)cn1)N1C[C@@H]2C3CCC(CC3)[C@@H]2C1 | -3 | · | 11
21 | CC1(C)CC2(CC(C)(C)N1)OC(=O)N(CCCO)C2(C)O (stereo not given) | -2 | -4 | 5
22 | O=C(Cc1ccc(F)cc1)N(CCCn1ccnc1)c1nc2c(F)cccc2s1 | -7 | -9 | -11
23 | Cc1cc(C(=O)N2CCCC(N3CCN(c4cccc(Cl)c4)CC3)C2)nn1C (stereo not given) | -8 | · | 9
24 | COc1cc(/C=C/c2ccccc2)ccc1NC(C)=O | -8 | · | 3
25 | CCc1nc2ccc(C(=O)NCCOc3ccc(OC)cc3)cn2c1N(CCC(C)C)CCN(C)C | -9 | -3 | 5
26 | Cc1cc(C(=O)N2CCN(c3ncccc3C(=O)NCC3CCCO3)CC2)no1 (stereo not given) | -5 | -6 | -2
27 | CCOc1ccc2nc(N(CCCN3CCOCC3)C(=O)c3ccn(C)n3)sc2c1 | -13 | -8 | ·
28 | NC(=O)c1nnc2n1CCN(C(=O)c1ccccc1)C2 | -5 | · | 9
29 | C=CCC(O)c1nnc(Nc2cccc(OC(F)(F)F)c2)s1 (stereo not given) | -4 | -3 | 3
30 | COCCNC1=NCCNC12CCCC(C)C2 (stereo not given) | -6 | -5 | ·
31 | CC(NC(=O)C[n+]1cccc(Br)c1)c1ccccc1 (stereo not given) | -9 | · | 3
32 | Cc1cccc(-n2nc([N+](=O)[O-])c(=Nc3ccc(Br)c(C)c3)n2O)c1 | -7 | · | 1
33 | Cc1cccc(NC(=O)CCc2c(C)[nH]c(=O)[nH]c2=O)c1 | -1 | -6 | -9
34 | COC(=O)c1ccc(NC(=O)N2CCCCC2CCn2ccnc2)cc1 (stereo not given) | -8 | · | -3
35 | Cc1ccc(C)c(N2N=C(C(=O)Nc3ccc(-n4cccn4)c(F)c3)CCC2=O)c1 | -11 | · | 2
36 | COc1ccc(NC(=O)CSc2ccc(-c3sc(C)nc3C)nn2)c(OC)c1 | -3 | -7 | 3
37 | CCc1cnc(C)nc1N1CCN(Cc2ccn(C(C)C)c2)CC1 | -11 | -13 | ·
38 | Cc1cc(C)c(NC(=O)CSc2ccc3nnc(-c4cccnc4)n3n2)c(C)c1 | -7 | -8 | 2
39 | Cn1cc(S(=O)(=O)N2CCNCC2)cc1C(N)=O | -5 | · | 8
40 | CC=CC(=O)OCc1nc2c(c(=O)[nH]c(=O)n2CCCC)n1C | -4 | -5 | 14

# Reprinted at random: 3 records from the list.
nr | smiles | hcGAS lum | mcGAS lum | NPYLR7 ag
37 | CCc1cnc(C)nc1N1CCN(Cc2ccn(C(C)C)c2)CC1 | -11 | -13 | ·
25 | CCc1nc2ccc(C(=O)NCCOc3ccc(OC)cc3)cn2c1N(CCC(C)C)CCN(C)C | -9 | -3 | 5
38 | Cc1cc(C)c(NC(=O)CSc2ccc3nnc(-c4cccnc4)n3n2)c(C)c1 | -7 | -8 | 2

# The list goes on.
nr | smiles | hcGAS lum | mcGAS lum | NPYLR7 ag
41 | Cc1nc(Cn2c3ccc(NC(=S)NC4CCCCC4)cc3c(=O)n2C)cs1 | 1 | -1 | -1
42 | Cc1cc(C)n(CCCn2ccnc2-c2ccc(N(C)C)nc2)n1 | -8 | -12 | 4
43 | COc1ccc(C)cc1-c1ccc(C(N)=O)cn1 | -3 | · | 12
44 | Cc1cc(NS(=O)(=O)c2cc(Cl)c(C)c([N+](=O)[O-])c2)ccc1N1CCCC1=O | 7 | 2 | 6
45 | O=C(/C=C/c1ccc([N+](=O)[O-])cc1)N(Cc1ccncc1)c1nc2c(F)cc(F)cc2s1 | -10 | -9 | -2
46 | Cc1c(C(=O)NC2CCCN(S(C)(=O)=O)C2)sc2cccc(F)c12 (stereo not given) | -1 | · | 5
47 | CCOC(=NCCc1ccc(OC)c(OC)c1)NC(=O)c1ccc(F)cc1 | 0 | -4 | 8
48 | CCC(C)Nc1nc(N)c([N+](=O)[O-])c(N2CCN(CC)CC2)n1 (stereo not given) | -3 | · | 3
49 | COCCOC(=O)C1=C(C)N(C)C(=S)NC1c1ccc(NC(=O)c2ccccc2Br)cc1 (stereo not given) | -6 | -7 | 20
50 | COc1ccc(C(=O)N(Cc2cc(NC(=O)C3CCCC3)ccc2N(C)C)C(C)c2ccccc2)cc1 (stereo not given) | 5 | 1 | 0
51 | CCc1nc2ccccc2n1CC(=O)NC(C)c1cccs1 (stereo not given) | 2 | -2 | -6
52 | O=c1[nH]c(C2CC2)nc2sc3c(c12)CCSC3 | -4 | -11 | 5
53 | CCCc1c(C(=O)Nc2cc(-c3onc4c3CCCC4)ccc2C)cnn1-c1ccccc1 | -3 | -5 | 2
54 | CCn1c(SCC(=O)c2c(C)[nH]c3ccccc23)nnc1-c1ccco1 | -2 | -2 | 4
55 | CN(Cc1ccc(C#N)cc1)C(=O)c1cc(Cl)ccc1O | -4 | · | 3
56 | CCc1ccc(NC(=O)CSc2ncc(S(=O)(=O)c3ccc(OC)cc3)c(=O)[nH]2)cc1 | -4 | -6 | -5
57 | CCCN1CCCN(C(=O)Nc2cccc(Cn3ccccc3=O)c2)CC1 | -6 | -11 | -1
58 | C=CCNC(=O)N1CCN(c2ccc([N+](=O)[O-])cc2)CC1 | -12 | · | 23
59 | CCCCOc1ccc(S(=O)(=O)NC(=O)C2(C)CCN2C(=O)Cc2ccsc2)cc1 (stereo not given) | 6 | · | 2
60 | NS(=O)(=O)c1ccc2c(c1)CCN2Cc1cccc2ccccc12 | -18 | · | -6

# 4 entries already listed, arranged by heavy-atom count, smallest number first.
nr | smiles | hcGAS lum | mcGAS lum | NPYLR7 ag
58 | C=CCNC(=O)N1CCN(c2ccc([N+](=O)[O-])cc2)CC1 | -12 | · | 23
51 | CCc1nc2ccccc2n1CC(=O)NC(C)c1cccs1 (stereo not given) | 2 | -2 | -6
57 | CCCN1CCCN(C(=O)Nc2cccc(Cn3ccccc3=O)c2)CC1 | -6 | -11 | -1
44 | Cc1cc(NS(=O)(=O)c2cc(Cl)c(C)c([N+](=O)[O-])c2)ccc1N1CCCC1=O | 7 | 2 | 6

# Quoted from above: compounds 41 to 43
nr | smiles | hcGAS lum | mcGAS lum | NPYLR7 ag
41 | Cc1nc(Cn2c3ccc(NC(=S)NC4CCCCC4)cc3c(=O)n2C)cs1 | 1 | -1 | -1
42 | Cc1cc(C)n(CCCn2ccnc2-c2ccc(N(C)C)nc2)n1 | -8 | -12 | 4
43 | COc1ccc(C)cc1-c1ccc(C(N)=O)cn1 | -3 | · | 12

# Only hcGAS lum and NPYLR7 ag, for some of the entries so far:
no. | Molecule | hcGAS lum | NPYLR7 ag
52 | O=c1[nH]c(C2CC2)nc2sc3c(c12)CCSC3 | -4 | 5
53 | CCCc1c(C(=O)Nc2cc(-c3onc4c3CCCC4)ccc2C)cnn1-c1ccccc1 | -3 | 2
54 | CCn1c(SCC(=O)c2c(C)[nH]c3ccccc23)nnc1-c1ccco1 | -2 | 4
55 | CN(Cc1ccc(C#N)cc1)C(=O)c1cc(Cl)ccc1O | -4 | 3
56 | CCc1ccc(NC(=O)CSc2ncc(S(=O)(=O)c3ccc(OC)cc3)c(=O)[nH]2)cc1 | -4 | -5
57 | CCCN1CCCN(C(=O)Nc2cccc(Cn3ccccc3=O)c2)CC1 | -6 | -1

# Going on with the list.
nr | smiles | hcGAS lum | mcGAS lum | NPYLR7 ag
61 | CCOC(=O)CCc1c(C)nc2ncnn2c1N1CCN(C(=O)c2cccnc2SCC)CC1 | -2 | -6 | ·
62 | CC1CN(c2cc(Cl)nc(SCC(=O)NC3CCN(Cc4ccccc4)CC3)n2)CCN1C(=O)NC(C)(C)C (stereo not given) | -1 | -3 | 6
63 | O=C(c1ccc(F)cc1)N(Cc1c(-c2ccccc2F)noc1N1CCOCC1)CC1CCCO1 (stereo not given) | -5 | -7 | 1
64 | CN(Cc1ccc(N2CCCCC2)cc1)C(=O)c1cc(Br)cn1C | -7 | -6 | 6
65 | O=C1CC2(CCCCC2)C(=O)N1C/C=C/c1ccccc1 | -7 | -16 | -6
66 | O=C(C=Cc1cc(Cl)c2c(c1)OCO2)N1CCN(CCOc2ccccc2)CC1 | -3 | · | 0
67 | CCN1CCN(Cc2ccc(CNC(=O)c3scnc3C)cc2)CC1 | -7 | -11 | 5
68 | COc1ccc(S(=O)(=O)N2CCC(Cc3ccccc3)CC2)cc1N1CCN(C(=O)C2(c3ccc(Cl)cc3)CCCC2)CC1 | 4 | -5 | 14
69 | O=C(NC1C=CS(=O)(=O)C1)c1csc(Cc2ccccc2)n1 (stereo not given) | -2 | · | 7
70 | O=C(NCCc1ccccn1)c1coc(CN(CCc2c[nH]c3ccccc23)Cc2ccc(Cl)cc2)n1 | 1 | 1 | ·
71 | O=C(CSc1nnc(-c2ccc(F)cc2)n1CC1CCCO1)N1CCC(Cc2ccccc2)CC1 (stereo not given) | -7 | -7 | 0
72 | COc1cccc(-c2nnc(SCc3nc(C(=O)N4CC5(C)CC4CC(C)(C)C5)cs3)n2-c2ccccc2)c1 (stereo not given) | -9 | -5 | -4
73 | CCOC(=NCc1ccco1)NC(=O)c1ccc(Cl)c(Cl)c1 | 2 | -3 | -5
74 | CCOC(=O)CCC(=O)Nc1nnc(SCC2CC2)s1 | -3 | -3 | -3
75 | COc1ccccc1CNC(=O)C1(C)CCN1C(=O)C1(c2ccccc2)CC1 (stereo not given) | 1 | · | 3
76 | C=CCOC(=O)Nc1ccc(C(O)(C(=O)OCC)C(F)(F)F)cc1C (stereo not given) | -5 | -6 | -1
77 | O=C(NCc1ccc(Cn2cnc3ccccc32)cc1)NC1CCOCC1 | -6 | -17 | 1
78 | O=C(CN1C(=C(O)c2ccccc2)C(=O)c2ccccc2S1(=O)=O)c1ccccc1 | -1 | · | 7
79 | O=C(Nc1sc2c(c1-c1nc3ccccc3s1)CCCC2)c1ccno1 | -7 | -5 | -4
80 | O=C(NC1CCCCC1)c1c(O)nc2ccccn2c1=O | -5 | -8 | -1
